Tb PFK block: qHTS Assay to Find Inhibitors of T. brucei phosphofructokinase; ATP-dependent 6-phosphofructokinase (Trypanosoma brucei brucei), O15648; T. brucei PFK, ADP-Glo luminescence; Potency, µM (top dose mostly 57.5 µM), for the others: at the top dose activity, negative = inhibition, actives largely listed as inhibitors; 330,000 compounds, 0.17% hits; AID 485367, 2010;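 also: potency is read from the fitted curve at half-maximal effect; 0% = uninhibited 1x PFK enzyme wells and -100% = no-enzyme wells; nearly all actives have a fitted effect of over 60% in size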
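Activity is normalized to no-enzyme wells (full inhibition) and 1.25 nM enzyme wells (no inhibition). Reaction: 0.5 mM F6P, 0.1 mM ATP, 45 min RT, ADP-Glo luminescence; concentration-response curves fitted and classed by quality.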
BCR signal inh: qHTS Assay to Find Inhibitors of Chronic Active B-Cell Receptor Signaling. ABC-DLBCL IkBa-CBG/CBR reporter, luminescence ratio, 4 h. Potency, µM (titrated, usually from 46.1 µM), inactives show top-dose ratio change, negative = lower green/red ratio, usual class: inhibitors. 340,000 compounds, 0.05% hits; active = well fitted inhibition curve with a large enough effect in the signal ratio, with a control signal flat, not every such curve was filed as active; inconclusive = small, poorly fitted or top-dose-only effect, or effect the other way, or a change in a side signal; the % refers to the signal ratio;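 also: potency is read from the fitted curve at half-maximal effect; plate controls were basal doxycycline-induced cells for no effect and cells given 10 µM MG132 for full effect; MG132 reads +100%, hits lower the ratio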
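Compounds up to 46 uM were incubated four hours with TMD8 cells whose green CBG68 luciferase is fused to IkappaBalpha; red CBR luminescence normalised the signal, and concentration-effect curves were fitted to fusion, red and ratio data.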
TCR activator: Activators of T cell receptors: qHTS campaign; primary human leukocytes, anti-CD3, IL-2 HTRF, 48 h; Potency, µM (highest dose often 9.22 µM), without a hit: at the top dose activation of IL-2 secretion, actives largely listed as activators; 330,000 tested, under 10 active; also: % of control where 0% means no effect
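Primary human leukocytes receive a-CD3 beads and test compound and are incubated 48 hr. Secreted IL-2 is then assayed by HTRF, measuring 665nm acceptor emission after 320nm excitation of the europium donor.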
Giardia killer: Small Molecules that selectively kill Giardia lamblia: qHTS; Giardia lamblia trophozoite viability; activity change, % at 7.66 µM, hits read low; 340,000 compounds, 0.15% hits; in the data active = activity change below about -80%; inconclusive = between about -30% and that limit;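 also: parasites exposed to compound for two days anaerobically before the ATP read; % is scaled to controls: 0 for no effect and ±100 for the full control effect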
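Killing of trophozoites was scored by loss of ATP luminescence after a 48 hrs anaerobic exposure to compounds at 37 deg C, using 100 cells per well.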
Coupling enz: qHTS Assay for Inhibitors of Fructose-1,6-bisphosphate Aldolase from Giardia Lamblia: Coupling assay counterscreen | activity change, negative = inhibition, % at 58.2 µM, hits read low | 290,000 compounds, 0.67% hits | coupling enzyme system counterscreen, AmpLite Red fluorescence | AID 2472, 2010; in the data active = activity change below about -30%; also: % is scaled to controls: 0 for no effect and ±100 for the full control effect
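Coupling enzymes only (glyceraldehyde-3-phosphate) + compound, at 57.5 uM final, 10 min RT; add substrate/coupling/AmpLite Red mix, 20 min RT; fluorescence ex 525/em 598 nm. Actives flag coupling-system interference.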
AT treatment: qHTS Assay for Identifying a Potential Treatment of Ataxia-Telangiectasia | Potency, µM (series often up to 57.5 µM), for the others: at the highest dose activation, hits mostly activators | 320,000 compounds, 0.19% hits | […] A-T fibroblasts, KAP-1 phosphorylation AlphaLISA; neocarzinostatin DNA damage 30 min before lysis | AID 485349, 2010; also: potency is read from the fitted curve at half-maximal effect; % of control where 0% means no effect; nearly all actives have a fitted effect of over 45% in size
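ATM-like activity read as KAP-1 phosphorylation via AlphaLISA donor/acceptor antibody pairs after lysis and 6 hr at 25C. Cells were ATM-null patient fibroblasts ([…], hTERT), dosed 60 min, then exposed to the DSB inducer NCS for 30 min.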
TSHR antag: Antagonists of the Thyroid Stimulating Hormone Receptor: HTS campaign; Thyrotropin receptor (Homo sapiens), P16473; TSHR-expressing cells, TSH-stimulated cAMP HTRF, 2 h; stronger effect = lower value; activity change, negative = inhibition, % at 11.5 µM; 330,000 compounds, 0.2% hits; AID 504810, 2011;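 active = activity change below a set negative limit, meaning inhibition stronger than a set level, cut at about -70% in these data; inconclusive = activity change between two set negative limits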; also: % is scaled to controls: 0 for no effect and ±100 for the full control effect
Target sequence (P16473 whole entry, looked up): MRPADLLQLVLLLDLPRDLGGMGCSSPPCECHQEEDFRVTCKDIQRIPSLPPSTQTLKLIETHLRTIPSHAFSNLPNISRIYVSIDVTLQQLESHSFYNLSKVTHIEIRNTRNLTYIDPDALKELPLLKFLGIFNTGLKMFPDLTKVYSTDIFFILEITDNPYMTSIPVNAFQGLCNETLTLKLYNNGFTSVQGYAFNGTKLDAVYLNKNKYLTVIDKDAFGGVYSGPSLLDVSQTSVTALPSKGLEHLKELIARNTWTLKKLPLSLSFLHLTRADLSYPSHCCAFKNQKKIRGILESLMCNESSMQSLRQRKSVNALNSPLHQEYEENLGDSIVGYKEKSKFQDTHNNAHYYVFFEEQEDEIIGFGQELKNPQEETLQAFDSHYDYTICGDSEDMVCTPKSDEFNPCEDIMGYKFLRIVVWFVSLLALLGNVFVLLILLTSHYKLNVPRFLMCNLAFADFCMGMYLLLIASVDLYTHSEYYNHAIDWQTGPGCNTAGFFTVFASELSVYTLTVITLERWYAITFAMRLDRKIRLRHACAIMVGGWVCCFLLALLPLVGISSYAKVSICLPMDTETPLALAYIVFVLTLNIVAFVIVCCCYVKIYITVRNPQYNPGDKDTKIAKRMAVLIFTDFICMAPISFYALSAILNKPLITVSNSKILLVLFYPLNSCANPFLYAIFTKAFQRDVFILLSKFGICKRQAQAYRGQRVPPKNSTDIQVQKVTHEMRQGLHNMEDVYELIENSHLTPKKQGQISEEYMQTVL
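Read-out is FRET at 665 nm (cryptate excitation 337 nm) from a cryptate-tagged anti-cAMP antibody, competed by cell cAMP against cAMP-d2. Compounds are tested on freshly harvested TSHR cells challenged with 4nM TSH (EC80) for 2 hours at 37 deg C.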
GALK inh: qHTS Assay for Inhibitors of Human Galactokinase (GALK) | Potency, µM (doses to about 57.5 µM), without a hit: at the top dose activity change, negative = inhibition, most hits filed as inhibitors | 270,000 compounds, 0.007% hits | Purified GALK, Kinase-Glo residual ATP luminescence | AID 1868, 2009; also: potency is read from the fitted curve at half-maximal effect; % is scaled to controls: 0 for no effect and ±100 for the full control effect
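Luminescence from leftover ATP (Ultra-Glo luciferase/luciferin) served as read-out after a 1 h room-temperature reaction of 5 nM GALK with 35 uM ATP and 100 uM galactose.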
CXXC DNA block: qHTS Fluorescence Polarization Assay for Inhibitors of MLL CXXC domain - DNA interaction; Histone-lysine N-methyltransferase 2A (Homo sapiens), Q03164; MLL-CXXC / FITC-HOXA9 DNA fluorescence polarization; Potency, µM (doses to about 115 µM), inactives show top-dose activity change, negative = inhibition, hits mostly inhibitors; 290,000 compounds, 0.037% hits; AID 2662, 2010; active = well fitted inhibition curve with a large enough effect in the polarisation, with a control signal flat, not every such curve was filed as active; inconclusive = small, poorly fitted or top-dose-only effect, or effect the other way, or a change in a side signal; inactive = no such curve, though single readings can be large or run the other way; the % refers to the polarisation; also: potency is read from the fitted curve at half-maximal effect
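Fluorescence polarization: 7 uM MLL-CXXC (stock) preincubated 5 min with compounds, then 50 nM fluorescein-HOX-A9 DNA (stock) added; 30 min ambient. Buffer 50 mM Tris-HCl pH 7.5, 50 mM NaCl, 1 mM DTT, 0.05% BSA.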
KCNH2 WT inh: qHTS for Inhibitors of KCHN2 3.1: Wildtype qHTS; Voltage-gated inwardly rectifying potassium channel KCNH2 (Homo sapiens), Q12809; U2OS, BacMam KCNH2, thallium flux FluxOr; stronger effect = lower value; activity change, % at 1.84 µM; 340,000 compounds, 0.37% hits;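 active = maximum activity change below -70%; inconclusive = maximum activity change between -70% and -50%; inactive = maximum activity change above -50%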; also: % is scaled to controls: 0 for no effect and ±100 for the full control effect
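U2OS cells transduced with wild-type KCNH2 virus are loaded with FluxOr dye for 45 min, and thallium flux is measured in kinetic reads before and after stimulation buffer. Rate constants are normalized to DMSO controls.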
* hit, by the source's call; ? = inconclusive; nt = no result given; & = joins results of further samples; [ ] = dose if it differs, or a comment. Unless noted, calls follow the shape of the dose curve; as a rule, active = well fitted curve in the direction sought with a large enough effect; inconclusive = small, poorly fitted or top-dose-only effect, or another doubt; inactive = no such curve, though single readings can be large; an effect the other way counts as inactive or inconclusive.

SMILES	Tb PFK block	BCR signal inh	TCR activator	Giardia killer	Coupling enz	AT treatment	TSHR antag	GALK inh	CXXC DNA block	KCNH2 WT inh
CC1CN(CCCCOc2ccc3ccccc3c2)CC(C)O1 (stereo not drawn)	4%	?	-3%[46.1 µM]	2	-2	2%	18	0%	5%	44
CC(C)C1S/C(=N/N=C/c2ccco2)NC1=O (stereo not drawn)	3%	0%	-2%	-16	0	1%	18	0%	11%	21
COc1ccc(-n2cc(-c3ccc(OC(F)F)cc3)[n+]3c2CCCCC3)cc1	-5%	2%	-3%	5	-1	4%	1	5%	2%	-1
CCOc1ccc(N=C2NC(=O)S/C2=C\c2ccc(O)cc2)cc1	-7%	-7%	-1%	8	2	2%	-10	nt	14%	-3
O=C(NNC(=O)c1cccnc1SCc1cccc([N+](=O)[O-])c1)c1ccccn1	0%	-8%	1%[46.1 µM]	?	-1	1%	-4	-2%	17%	14
O=C(CSc1nccc(-c2cccs2)n1)Nc1ccccc1	0%	-17%	4%	4	0	3%	-20	nt	-15%	7
CCC1=NN(C(=O)Cc2ccc(OC)cc2)C(O)(C(F)(F)F)C1 (stereo not drawn)	-11%	-1%	-5%	7	1	-6%	1	-1%	-21%	-10
CCN(Cc1ccncc1)C(=O)CCc1nnc(CCc2ccccc2OC)o1	0%	2%	12%	-12	3	-3%	-1	1%	-18%	nt
C#CCNC(=O)c1cccn1-c1ncc(C(F)(F)F)cc1Cl	2%	1%	-9%	6	0	-6%	9	1%	-7%	-9
CC(=O)c1ccc(NC(=O)c2cc(CC(C)C)nc3ccccc23)cc1	4%	?	0%	0	0	3%	13	-4%	-4%	-11
O=C(N/N=C/c1cccc(Br)c1)c1ccc(Br)cc1	2%	2%	16%	-11	-1	0%	-6	-1%	21%	-3
C=CCN1C(=O)CS/C1=N/c1nccs1	-1%	4%	nt	6	8	5%	7	1%	-2%	13
CN(C)CCNc1nc2c(c(=O)[nH]c(=O)n2C)n1CC(O)COc1ccc(Cl)cc1 (stereo not drawn)	-2%	-1%	8%	-5	7	1%	1	16%	-4%	15
CCn1c(SCC(=O)Nc2cc(C)ccc2C)nc2c(c1=O)SC(C)C2 (stereo not drawn)	-2%	-1%	3%	-18	3	-3%	-3	1%	6%	-3
Brc1ccc(-n2cnc(-c3ccccc3)c2)cc1	1%	?	0%	-20	0	7%	-15	-4%	1%	3
COC(=O)CCC(=O)Nc1ccc(C)cc1OC(=O)CCC(=O)OC	3%	1%	-1%	-4	2	2%	6	0%	-2%	4
O=C(c1noc2c1CCCC2)N1CCOCC1	1%	14%	-1%	-11	0	1%	0	1%	-3%	4
O=C1/C(=C2\C(=O)N(Cc3ccc(F)cc3)c3ccccc32)SC(=S)N1CCS(=O)(=O)O	-29%	0%	3%	?	-8	-1%	-2	-3%	18%	0
CCOC(=O)c1nnn(-c2nonc2N)c1CSc1ccccc1	-4%	3%	-1%	-6	-6	1%	-11	-3%	1%	-18
CC1(C(=O)NNC(=O)c2ccc(=O)oc2)CC1Br (stereo not drawn)	6%	7%	-1%	-3	6	-2%	0	-2%	9%	0
CCOC(=O)C1CCCN(S(=O)(=O)CCNC(=O)c2ccc3c(c2)OCO3)C1 (stereo not drawn)	-2%	?	9%	13	nt	-5%	-7	nt	nt	-5
CN(C)CCOCCSc1ccc(Cl)cc1	-2%	3%	1%	13	2	8%	16	-1%	-5%	4
COc1ccc(CC(=O)Nc2c(C(=O)N3CCN(c4ncccn4)CC3)oc3ccccc23)cc1OC	0%	4%	9%	12	1	1%	-3	11%	27%	9
CCOC(=O)C1CCCN(Cc2cc(Br)ccc2OC)C1 (stereo not drawn)	-7%	?	-1%	7	-2	21%	-2	0%	5%	1
CCn1ccnc1CNC(=O)c1cc(COc2ccc(F)cc2F)on1	-7%	-12%	8%	9	-2	-1%	79	4%	-12%	8

(listing goes on)
SMILES	Tb PFK block	BCR signal inh	TCR activator	Giardia killer	Coupling enz	AT treatment	TSHR antag	GALK inh	CXXC DNA block	KCNH2 WT inh
Cc1cccc(COC(=O)Nc2ccc(NC(=O)c3ccccc3Cl)cc2)c1	2%	1%	-5%	6	-1	-9%	-3	-2%	22%	5
CCOCC(=O)N(CC)Cc1ccccc1	0%	0%	-1%	-11	3	1%	-3	11%	8%	-1
COc1ccccc1-c1csc2ncnc(Sc3nnnn3C)c12	-2%	?	3%	-2	nt	-4%	14	nt	nt	nt
CCCCN(C1CCS(=O)(=O)C1)S(=O)(=O)c1ccc(OC)cc1 (stereo not drawn)	1%	1%	1%	5	nt	-16%	-2	nt	nt	-1
COc1ccc(Nc2nc(C(=O)N(CCO)Cc3ccccc3)cs2)cc1	-5%	9%	2%	-4	0	1%	-9	3%	-5%	nt
Cc1csc(CNc2ncnc3ccc(-c4ccc5c(c4)OCO5)cc23)c1	-1%&0%	-15%&-5%	-2%	4	nt	3%&1%	2&-23	nt	nt	nt
COC(=O)c1cc(C)nc(Sc2ccccc2N)n1	1%	7%	-7%	-21	1	-7%	5	0%	-9%	6
O=C(CCN1C(=O)COc2ccccc21)N1CCN(c2ccccn2)CC1	-12%	-2%	0%	-17	2	2%	2	-1%	-3%	-5
COc1ccc(N2CCN(C(CNC(=O)C(=O)NCc3ccncc3)c3ccco3)CC2)cc1 (stereo not drawn)	-2%	1%	1%	-12	0	-1%	-5	-1%	10%	-11
COc1cc(/C=C/C(=O)NCCN2CCOCC2)cc(OC)c1OC	0%	-4%	3%[46.1 µM]	-6	4	4%	4	1%	6%	-3
Cn1cccc1P(=O)(c1cccn1C)c1cccn1C	1%	2%	nt	-5	4	-2%	1	-5%	4%	-24
O=C(CCN1C(=O)/C(=C/c2ccccc2)SC1=S)N1CCCCCC1	1%	-8%	2%	-19	1	-6%	-14	3%	18%	8
O=C(NCc1ccccn1)c1cc2ccccn2n1	-2%	0%	-4%	-2	-5	15%	-1	1%	-5%	-4
CCCOc1ccc(Cc2nn3c(=O)/c(=C/c4ccco4)sc3nc2=O)cc1	7%	6%	11%	-5	0	-1%	-9	-4%	-13%	4
COc1ccc(-c2noc(COc3ccc4c(c3)OCO4)n2)cc1OC	2%	-1%	0%	0	-2	11%	-24	3%	-1%	-1
Cc1c(C(=O)OCc2ccccc2)[nH]c2c1C(=O)CC(c1ccco1)C2 (stereo not drawn)	?	?	5%	5	5	-7%	-8	0%	7%	-6
O=C(O)CCCC(=O)Nc1ccc(S(=O)(=O)Nc2nccs2)cc1	-3%	1%	-6%	6	4	2%	-3	-1%	-7%	7
C=CCn1c(C(C)NC(=O)c2ccccc2C)n[nH]c1=S (stereo not drawn)	0%	1%	0%	0	2	-21%	23	nt	10%	2
CN(C)S(=O)(=O)N1CCN(c2ccc([N+](=O)[O-])cc2)CC1	-7%	2%	-9%	-3	1	2%	5	0%	0%	35
CCN1CCN(C(c2cccs2)C(C)NC(=O)c2ccco2)CC1 (stereo not drawn)	-2%	-1%	-1%	-13	4	0%	-10	-1%	-2%	5
Cc1cc(C(=O)NC(=S)Nc2ccccc2N2CCCC2)ccc1[N+](=O)[O-]	-4%	-10%	-6%[46.1 µM]	-2	0	-4%	12	-3%	7%	10
C=CCN(CC=C)C(=S)NC(=O)c1ccc(C)c(Br)c1	-6%	?	-1%[46.1 µM]	-2	-2	-6%	-9	0%	5%	?
CCN(C[C@H]1N[C@@](CC)(C(=O)OC)[C@H]2C(=O)N(C)C(=O)[C@@H]12)C(=O)Nc1ccc(C)cc1	4%	7%	-11%	10	nt	2%	1	nt	nt	-6
CCCc1ccc(Oc2cn[nH]c2-c2ccc(O)c(C)c2O)cc1	-1%	6%	nt	2	-2	-3%	-18	0%	0%	-8
CCSC1=NC(C)(C)C=C(C)N1	1%	-1%	-8%	18	1	-1%	5	0%	0%	20
CN(C)S(=O)(=O)c1ccc(C(=O)Nc2nc3ccccc3[nH]2)cc1	2%	?	3%	6	-2	-14%	2	0%	-7%	-2

High-throughput results deposited in PubChem BioAssay by National Center for Advancing Translational Sciences (NCATS).
